M5 antag: human M5 muscarinic receptor antagonists, primary screen, CHO cells, Fluo-8 calcium fluorescence; CHO-hM5 cells, ACh EC80; actives 0.59% (n = 360,000); Muscarinic acetylcholine receptor M5 (Homo sapiens), P08912; inhibition, % at 3 µM; AID 624040, 2012;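 active means inhibition above a per-plate cutoff, the mean of that plate's test compounds plus 3 SD, cut at about 27% in these data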;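 further: 0% = acetylcholine EC80 with DMSO and 100% = DMSO without agonist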
Target sequence (P08912 whole entry, looked up): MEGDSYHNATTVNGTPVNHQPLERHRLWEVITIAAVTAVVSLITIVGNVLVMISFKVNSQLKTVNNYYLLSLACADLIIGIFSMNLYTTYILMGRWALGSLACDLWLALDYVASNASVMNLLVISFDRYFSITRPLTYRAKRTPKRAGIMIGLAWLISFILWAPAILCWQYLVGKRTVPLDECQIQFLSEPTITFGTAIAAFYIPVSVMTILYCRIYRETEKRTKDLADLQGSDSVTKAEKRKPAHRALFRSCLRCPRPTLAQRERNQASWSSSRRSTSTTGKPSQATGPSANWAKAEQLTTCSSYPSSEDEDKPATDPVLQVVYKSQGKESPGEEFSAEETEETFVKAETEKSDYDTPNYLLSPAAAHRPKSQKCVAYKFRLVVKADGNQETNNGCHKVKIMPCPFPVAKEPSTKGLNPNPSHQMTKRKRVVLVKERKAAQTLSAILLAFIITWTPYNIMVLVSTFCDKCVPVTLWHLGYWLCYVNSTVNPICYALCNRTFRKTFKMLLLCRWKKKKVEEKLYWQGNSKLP
M5 PAM: human M5 muscarinic receptor positive allosteric modulators, primary screen, CHO-K1 cells, Fluo-8 calcium fluorescence; actives 0.3% (n = 360,000); CHO-K1 hM5, ACh EC20 PAM; 0% = ACh EC20, 100% = ACh EC100; activation, % at 3 µM; Muscarinic acetylcholine receptor M5 (Homo sapiens), P08912; AID 624038, 2012;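 active means activation above the run cutoff, the mean activation of all test compounds plus 3 SD, cut at about 18% in these data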
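System: CHO-K1 cell line with stable human muscarinic M5 receptor expression | Also added: EC20 acetylcholine as agonist stimulus | Compound: One concentration, 3 µM final (nominal) | Timing: Fluo-8 loading 80 min at 37 °C plus 30 min room temperature | Measured by: Fluo-8 calcium dye fluorescence, kinetic read | Read-out basis: % activation, ACh-normalized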
CHRM4 agonist: human M4 muscarinic receptor agonists, primary screen, CHO-K1 cells, Fluo-8 calcium fluorescence; Muscarinic acetylcholine receptor M4 (Homo sapiens), P08173; CHO-K1 hM4/Gqi5; vehicle 0%, full acetylcholine response 100%; activation, % at 3 µM; actives 0.14% (n = 360,000);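 active means activation above the run mean over all test wells plus 3 SD, cut at about 32% in these data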;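 further: peak over basal fluorescence ratio per well then scaled between controls; 0% = DMSO wells and 100% = acetylcholine at EC100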
M1 antag: human M1 muscarinic receptor antagonists, primary screen, CHO-K1 cells, Fluo-8 calcium fluorescence, 1536-well; AID 588852, 2011; inhibition, % at 3 µM; actives 1.3% (n = 360,000); CHO-K1 hM1, ACh EC80 antagonist;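 active means percent inhibition above its own plate's cutoff, namely the mean of that plate's compound wells plus 3 SD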;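 further: peak over basal fluorescence ratio during 140 s after agonist addition; 0% = ACh EC80 plus DMSO and 100% = DMSO alone without agonist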
CHRM1 agonist: human M1 muscarinic receptor agonists, primary screen, Fluo-8 calcium fluorescence, CHO-K1 cells, HTS | CHO-K1 hM1, agonist mode; 0% DMSO, 100% acetylcholine EC100 | activation, % at 3 µM | actives 0.33% (n = 360,000) | AID 588814, 2011;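 active means activation above the run's mean compound activation plus 3 SD, cut at about 16% in these data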;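 further: peak over basal fluorescence ratio within a 140 s kinetic read after compound addition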
M5 ag: human M5 muscarinic receptor agonists, primary screen, CHO-K1 cells, Fluo-8 calcium fluorescence. Muscarinic acetylcholine receptor M5 (Homo sapiens), P08912. CHO-K1 hM5 cells; 0% DMSO wells, 100% maximal acetylcholine response. activation, % at 3 µM. actives 0.19% (n = 360,000). AID 624037, 2012;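 active means activation above the run's mean over test compounds plus 3 SD, cut at about 23% in these data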;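 further: signal is peak over basal fluorescence ratio across the kinetic read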
M4 antag: human M4 muscarinic receptor antagonists, primary screen, CHO cells, Fluo-8 calcium fluorescence; actives 0.73% (n = 360,000); CHO-hM4 cells, ACh EC80; inhibition, % at 3 µM; Muscarinic acetylcholine receptor M4 (Homo sapiens), P08173; AID 624125, 2012;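 active means inhibition above its plate's cutoff, the mean inhibition of sample wells plus 3 SD, cut at about 27% in these data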;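 further: 0% = acetylcholine EC80 with DMSO and 100% = DMSO without agonist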
M1 PAM: human M1 muscarinic receptor positive allosteric modulators, primary screen, CHO-K1 cells, Fluo-8 calcium fluorescence, 1536-well; activation, % at 3 µM; CHO-K1 hM1, ACh EC20; 0% = ACh EC20, 100% = maximal ACh; actives 0.088% (n = 360,000); Muscarinic acetylcholine receptor M1 (Homo sapiens), P11229; AID 588819, 2011; in the data active means activation above about 19%, passing the limit was not always enough
TAAR1 ag: human TAAR1 agonists, primary screen, Fluo-8 calcium fluorescence, CHO RD-HGA16 cells; vehicle wells 0%, saturating PEA agonist 100%; Trace amine-associated receptor 1 (Homo sapiens), Q96RJ0; activation, % at 3 µM; AID 624467, 2012; actives 0.99% (n = 360,000);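 active means activation above the mean activation of all test compounds in the run plus 3 SD, cut at about 38% in these data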
Target sequence (Q96RJ0 whole entry, looked up): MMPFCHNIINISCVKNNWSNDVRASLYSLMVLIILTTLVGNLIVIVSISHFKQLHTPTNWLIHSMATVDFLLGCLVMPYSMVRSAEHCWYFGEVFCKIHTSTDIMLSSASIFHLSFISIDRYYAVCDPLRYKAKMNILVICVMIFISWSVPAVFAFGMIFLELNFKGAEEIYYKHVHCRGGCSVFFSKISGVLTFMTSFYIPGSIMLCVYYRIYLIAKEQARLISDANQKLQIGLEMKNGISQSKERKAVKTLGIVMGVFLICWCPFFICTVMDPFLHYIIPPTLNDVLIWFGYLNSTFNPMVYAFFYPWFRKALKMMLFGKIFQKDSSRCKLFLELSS
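Test system: RD-HGA16 (CHO) cells co-expressing Gα16 and hTAAR1 | Doses: Single dose, 3 µM | Schedule: 17-24 h seeding, 75 min 37 °C dye, 30 min RT | Evaluation: % activation from peak over basal fluorescence ratio, DMSO-to-PEA scaled | Technique: Kinetic Fluo-8 calcium fluorescence | Benchmarks: Low control DMSO, high control PEA (EC100)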
* hit, by the source's call.

CN(c1ccccc1C(=O)Nc1cccc(Cl)c1Cl)S(C)(=O)=O was read as M5 antag 3, M5 PAM 0, CHRM4 agonist 1, M1 antag -2, CHRM1 agonist -4, M5 ag 0, M4 antag 3, M1 PAM -1 and TAAR1 ag 7.
`CCCCNCc1cc(OCC)c(OCC)cc1Br` gave M5 antag 8, M5 PAM -12, CHRM4 agonist 18, M1 antag 15, CHRM1 agonist -5, M5 ag 6, M4 antag 4, M1 PAM -18 and TAAR1 ag 5.
Screening CC(C)C(C(=O)N1CCOCC1)N1C(=O)c2ccccc2C1=O (stereo unspecified) returned M5 antag 1, M5 PAM 0, CHRM4 agonist 1, M1 antag -8, CHRM1 agonist -5, M5 ag 0, M4 antag 6, M1 PAM 5 and TAAR1 ag 0.
Screening O=C(Cc1ccccc1)NCC(=O)N/N=C/c1ccc(C(=O)O)cc1 returned M5 antag -7, M5 PAM 10, CHRM4 agonist 2, M1 antag -14, CHRM1 agonist 0, M5 ag -2, M4 antag -16, M1 PAM 4 and TAAR1 ag 0.
For O=C1CCCN1CCCNc1ncccc1[N+](=O)[O-] the results were M5 antag -12, M5 PAM 9, CHRM4 agonist 1, M1 antag -4, CHRM1 agonist 0, M5 ag 0, M4 antag -10, M1 PAM 15 and TAAR1 ag -2.
Screening Cc1ccc(S(=O)(=O)N2CCN(S(C)(=O)=O)C2)cc1 returned M5 antag 2, M5 PAM -6, CHRM4 agonist -1, M1 antag -9, CHRM1 agonist 6, M5 ag -1, M4 antag -3, M1 PAM 14 and TAAR1 ag 4.
`O=C(CNC(=O)c1ccccc1F)N/N=C\C=C\c1ccccc1` gave M5 antag -11, M5 PAM 2, CHRM4 agonist 2, M1 antag -10, CHRM1 agonist -4, M5 ag -2, M4 antag -12, M1 PAM 9 and TAAR1 ag 42*.
Screening CC(C)Oc1ccc(C2CC(=O)N(Nc3ccc([N+](=O)[O-])cc3[N+](=O)[O-])C2=O)cc1 (stereo unspecified) returned M5 antag 2, M5 PAM 3, CHRM4 agonist 2, M1 antag -3, CHRM1 agonist -4, M5 ag 0, M4 antag -7, M1 PAM -1 and TAAR1 ag 2.
For COC(=O)[C@@]12CCCCN1[C@H](c1ccc(-c3cccc(Cl)c3)cc1)[C@@H]1C(=O)N(C)C(=O)[C@@H]12 the results were M5 antag 11, M5 PAM -1, CHRM4 agonist 1, M1 antag -2, CHRM1 agonist -2, M5 ag 1, M4 antag -3, M1 PAM 4 and TAAR1 ag 3.
Screening Cc1nn(C(=O)CCCn2cc([N+](=O)[O-])cn2)c(C)c1Cl returned M5 antag -5, M5 PAM 13, CHRM4 agonist 0, M1 antag -11, CHRM1 agonist -5, M5 ag -5, M4 antag 1, M1 PAM 10 and TAAR1 ag 0.
CCCCc1ccc(S(=O)(=O)NC2CCS(=O)(=O)C2)cc1 (stereo unspecified) was read as M5 antag 23, M5 PAM 21*, CHRM4 agonist 10, M1 antag -4, CHRM1 agonist 0, M5 ag 8, M4 antag 1, M1 PAM -1 and TAAR1 ag 13.
`COc1ccc([C@H]2C(C(=O)O)=C[C@@H](C(C)(C)C)N2S(=O)(=O)c2ccccc2)cc1` gave M5 antag 4, M5 PAM 0, CHRM4 agonist 0, M1 antag -9, CHRM1 agonist -3, M5 ag 1, M4 antag 1, M1 PAM 9 and TAAR1 ag 0.
Screening COc1cccc(C(=O)NCCS(=O)(=O)NCCc2ccccc2)c1 returned M5 antag 4, M5 PAM 4, CHRM4 agonist 1, M1 antag -3, CHRM1 agonist -6, M5 ag -4, M4 antag 6, M1 PAM 7 and TAAR1 ag 37.
For O=C(COc1ccc(S(=O)(=O)N2CCCC2)cc1Cl)NCc1ccco1 the results were M5 antag -2, M5 PAM 7, CHRM4 agonist 3, M1 antag -2, CHRM1 agonist -9, M5 ag 1, M4 antag -8, M1 PAM -2 and TAAR1 ag 1.
`CCOC(=O)C1=C[C@@H](CC)N(S(=O)(=O)c2ccc([N+](=O)[O-])cc2)[C@H]1c1ccccc1` gave M5 antag 3, M5 PAM -13, CHRM4 agonist 10, M1 antag 17, CHRM1 agonist -6, M5 ag -3, M4 antag 4, M1 PAM -15 and TAAR1 ag 0.
Cc1ccc(-n2nc(C(N)=O)nc2-c2ccccc2)cc1 was read as M5 antag 7, M5 PAM -5, CHRM4 agonist 0, M1 antag -1, CHRM1 agonist -8, M5 ag -18, M4 antag 3, M1 PAM 4 and TAAR1 ag 1.
`CCC(CO)NCC(O)COCc1ccc2c(c1)OCO2` (stereo unspecified) gave M5 antag -1, M5 PAM 0, CHRM4 agonist 1, M1 antag -12, CHRM1 agonist -3, M5 ag -4, M4 antag -13, M1 PAM 7 and TAAR1 ag 6.
`O=C1Nc2ccc(Br)cc2/C1=N/N=C/C1=C(N2CCOCC2)C(=C\c2ccccc2)/CC1` gave M5 antag -2, M5 PAM -4, CHRM4 agonist 1, M1 antag -23, CHRM1 agonist 8, M5 ag -2, M4 antag 7, M1 PAM 19* and TAAR1 ag 7.
`O=C(Nc1cc(Cl)ccc1N1CCCC1)C1=COCCO1` gave M5 antag -5, M5 PAM 9, CHRM4 agonist 0, M1 antag -13, CHRM1 agonist -6, M5 ag -5, M4 antag -11, M1 PAM 10 and TAAR1 ag 1.
Screening Cc1ccc(S(=O)(=O)NCC(=O)N(CC(=O)NCc2ccc(F)cc2)CC2CCCO2)cc1 (stereo unspecified) returned M5 antag 14, M5 PAM 1, CHRM4 agonist 2, M1 antag -6, CHRM1 agonist -6, M5 ag -2, M4 antag -3, M1 PAM 8 and TAAR1 ag -1.
For COc1ccc(/C=N/NC(=O)C2(C)NC(C)(C)Cc3ccccc32)cc1 (stereo unspecified) the results were M5 antag 1, M5 PAM 7, CHRM4 agonist 0, M1 antag -10, CHRM1 agonist -7, M5 ag -9, M4 antag 4, M1 PAM 8 and TAAR1 ag 2.
For O=C(OCCOc1cccc(Cl)c1)c1cc(S(=O)(=O)N2CCOCC2)ccc1F the results were M5 antag 10, M5 PAM -12, CHRM4 agonist 9, M1 antag -6, CHRM1 agonist 1, M5 ag 2, M4 antag -6, M1 PAM 1 and TAAR1 ag 2.
Screening CCCC(=O)Nc1cccc(-c2nc3cc(C)c(C)cc3o2)c1 returned M5 antag 6, M5 PAM 2, CHRM4 agonist 0, M1 antag -14, CHRM1 agonist -2, M5 ag 3, M4 antag 3, M1 PAM 1 and TAAR1 ag 7.
For COC(=O)c1ccc(Cn2nnc3ccccc3c2=O)o1 the results were M5 antag -1, M5 PAM 3, CHRM4 agonist 4, M1 antag -3, CHRM1 agonist -6, M5 ag 4, M4 antag -4, M1 PAM 4 and TAAR1 ag 5.

Overlap with the part before: three compounds, followed by the next part.
For O=C(OCCOc1cccc(Cl)c1)c1cc(S(=O)(=O)N2CCOCC2)ccc1F the results were M5 antag 10, M5 PAM -12, CHRM4 agonist 9, M1 antag -6, CHRM1 agonist 1, M5 ag 2, M4 antag -6, M1 PAM 1 and TAAR1 ag 2.
Screening CCCC(=O)Nc1cccc(-c2nc3cc(C)c(C)cc3o2)c1 returned M5 antag 6, M5 PAM 2, CHRM4 agonist 0, M1 antag -14, CHRM1 agonist -2, M5 ag 3, M4 antag 3, M1 PAM 1 and TAAR1 ag 7.
For COC(=O)c1ccc(Cn2nnc3ccccc3c2=O)o1 the results were M5 antag -1, M5 PAM 3, CHRM4 agonist 4, M1 antag -3, CHRM1 agonist -6, M5 ag 4, M4 antag -4, M1 PAM 4 and TAAR1 ag 5.
Nc1nc(-c2ccco2)nn1C(=O)c1ccc(F)cc1 was read as M5 antag -6, M5 PAM 1, CHRM4 agonist 1, M1 antag -15, CHRM1 agonist -3, M5 ag 4, M4 antag -5, M1 PAM 16 and TAAR1 ag 0.
For O=c1nc(-c2ccccc2)cn[nH]1 the results were M5 antag -1, M5 PAM 5, CHRM4 agonist 0, M1 antag 1, CHRM1 agonist -1, M5 ag -2, M4 antag -2, M1 PAM -7 and TAAR1 ag 9.
`CSc1ccccc1C(=O)Nc1ccccc1C(=O)NC(C)C` gave M5 antag 1, M5 PAM 0, CHRM4 agonist 2, M1 antag 0, CHRM1 agonist -5, M5 ag -1, M4 antag -7, M1 PAM 1 and TAAR1 ag 0.
COC(=O)c1ccc2c(=O)n(Cc3ccco3)c(SCC(=O)Nc3ccc(C)c(Cl)c3)nc2c1 was read as M5 antag -4, M5 PAM -2, CHRM4 agonist 1, M1 antag 3, CHRM1 agonist -4, M5 ag -2, M4 antag 5, M1 PAM -2 and TAAR1 ag 6.
`CCCNC(=O)C1(C)CCCN(Cc2ccc(C(F)(F)F)cc2)C1` (stereo unspecified) gave M5 antag 0, M5 PAM 0, CHRM4 agonist 0, M1 antag -27, CHRM1 agonist -9, M5 ag -1, M4 antag -8, M1 PAM 17 and TAAR1 ag -2.
`CCOc1ccc(S(=O)(=O)N2CCN(CN3C(=O)CC4(CCCC4)C3=O)CC2)cc1` gave M5 antag 10, M5 PAM -3, CHRM4 agonist 1, M1 antag -7, CHRM1 agonist -4, M5 ag -8, M4 antag -4, M1 PAM 1 and TAAR1 ag 3.
For Cc1ccc(S(=O)(=O)NC(=NCc2ccccc2)c2ccc(F)cc2)cc1 the results were M5 antag -8, M5 PAM 7, CHRM4 agonist 1, M1 antag -9, CHRM1 agonist 1, M5 ag -2, M4 antag -12, M1 PAM 3 and TAAR1 ag -2.
Screening O=C(Nc1ccc(F)cc1)C(c1ccnc2ccccc12)N1CCN(c2cccc(C(F)(F)F)n2)CC1 (stereo unspecified) returned M5 antag 2, M5 PAM 3, CHRM4 agonist 6, M5 ag 6, M4 antag -4 and TAAR1 ag 2.
Screening COc1ccc2nc(/N=C/c3cccc(OC)c3O)sc2c1 returned M5 antag 14, M5 PAM -6, CHRM4 agonist 1, M1 antag 5, CHRM1 agonist -4, M5 ag -2, M4 antag 7, M1 PAM 0 and TAAR1 ag 11.
For CC(C)Nc1nc(NC(C)C)nc(Oc2ccc(OCc3ccccc3)nn2)n1 the results were M5 antag 3, M5 PAM 2, CHRM4 agonist 0, M1 antag 9, CHRM1 agonist -2, M5 ag -3, M4 antag -1, M1 PAM -2 and TAAR1 ag 18.

This is a subset (hit frequency here may not be typical).
